# Assay outcomes deposited in PubChem BioAssay by The Scripps Research Institute Molecular Screening Center.
# PREPL inhibitor = inhibits the human prolyl oligopeptidase-like enzyme; inhibition, % at 5.96 µM; 320,000 compounds, 0.68% hits; Q4J6C6; AID 2751; recombinant PREPL, fluorescence polarization activity-based probe; in the data active = inhibition above about 43%;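 note: 0% = enzyme with DMSO and 100% = wells lacking enzyme; many of its hits are not listed in these tables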
# GSTO1 inh = GSTO1 inhibition, counter-screen for RBBP9 inhibitors; P78417; recombinant GSTO1, activity-based probe fluorescence polarization; inhibition, % at 5.96 µM; 300,000 compounds, 1.1% hits; AID 1974;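 active = inhibition above the campaign mean inhibition plus 3 SD, cut at about 35% in these data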;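 note: 0% = GSTO1-1 with DMSO and 100% = wells lacking GSTO1-1 enzyme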
# LYPLA2 inh = counter-screen for PME1 inhibitors: inhibitors of human LYPLA2 | O95372 | recombinant LYPLA2, FP-Rh probe fluorescence polarization | inhibition, % at 5.9 µM | 320,000 compounds, 0.38% hits;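 active = inhibition above the screen-wide mean plus 3 SD, limit set per campaign, cut at about 26% in these data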;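 note: 0% = LYPLA2 with DMSO and 100% = wells lacking LYPLA2 enzyme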
# PAFAH1B2 FP inh = blocks human PAF acetylhydrolase 1b catalytic subunit 2 | AID 492953 | recombinant PAFAH1B2, FP-rhodamine activity probe, fluorescence polarization | 340,000 compounds, 1.2% hits | inhibition, % at 3.39 µM | P68402;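 active = inhibition above the mean of all tested compounds plus 3 SD, cut at about 24% in these data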;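 note: 0% = enzyme with DMSO and 100% = wells lacking PAFAH1B2; many of its hits are not listed in these tables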
# PAD4 FP inh = inhibitors of human PAD4. recombinant PAD4, RCA probe fluorescence polarization. inhibition, % at 6.36 µM. 330,000 compounds, 0.41% hits. AID 485272;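 active = percent inhibition above a cutoff equal to the mean of all tested compounds plus 3 SD, cut at about 15% in these data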;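 note: 0% = PAD4 with RCA probe and DMSO and 100% = probe without PAD4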
# Target sequence (Q9UM07 whole entry, looked up): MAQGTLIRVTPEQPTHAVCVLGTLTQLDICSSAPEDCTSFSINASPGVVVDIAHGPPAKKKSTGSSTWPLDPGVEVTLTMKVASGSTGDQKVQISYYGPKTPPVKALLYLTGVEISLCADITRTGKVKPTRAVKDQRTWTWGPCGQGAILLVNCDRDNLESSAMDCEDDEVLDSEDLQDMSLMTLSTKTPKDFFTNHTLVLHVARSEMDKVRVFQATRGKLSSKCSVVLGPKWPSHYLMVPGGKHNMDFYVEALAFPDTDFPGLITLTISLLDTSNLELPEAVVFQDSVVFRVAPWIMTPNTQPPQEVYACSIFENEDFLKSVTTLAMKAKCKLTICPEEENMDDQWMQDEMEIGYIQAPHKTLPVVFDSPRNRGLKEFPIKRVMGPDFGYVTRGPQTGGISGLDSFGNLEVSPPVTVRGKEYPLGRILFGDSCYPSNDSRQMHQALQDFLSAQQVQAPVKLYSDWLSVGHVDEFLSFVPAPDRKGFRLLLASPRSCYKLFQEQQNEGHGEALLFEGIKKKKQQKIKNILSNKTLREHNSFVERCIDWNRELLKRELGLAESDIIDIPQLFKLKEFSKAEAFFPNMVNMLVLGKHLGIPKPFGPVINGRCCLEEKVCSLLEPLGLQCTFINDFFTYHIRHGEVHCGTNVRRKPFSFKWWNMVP
# PME-1 primary = PME-1 (human) inhibition; Q9Y570; recombinant PME-1, FP-Rh probe fluorescence polarization; inhibition, % at 5.9 µM; 320,000 compounds, 0.53% hits; AID 2130;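 active = inhibition above the campaign mean of all compounds plus 3 SD, cut at about 26% in these data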;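 note: competitive labeling of PME-1 active site by serine hydrolase directed probe; 0% = PME-1 with DMSO and 100% = wells lacking PME-1 enzyme; inhibitors block probe labeling so polarization falls and inhibition rises; many of its hits are not listed in these tables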
# pPAFAH FP inh = inhibitors of human plasma PAF acetylhydrolase (pPAFAH); 330,000 compounds, 1.5% hits; inhibition, % at 3.39 µM; Q13093; recombinant pPAFAH, FP-rhodamine probe fluorescence polarization; AID 463082;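 active = inhibition above the mean inhibition across the screen plus 3 SD, cut at about 25% in these data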;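 note: inhibitors block binding of the rhodamine activity-based probe so polarization drops; 0% = enzyme with DMSO and 100% = wells lacking pPAFAH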
# Target sequence (Q13093 whole entry, looked up): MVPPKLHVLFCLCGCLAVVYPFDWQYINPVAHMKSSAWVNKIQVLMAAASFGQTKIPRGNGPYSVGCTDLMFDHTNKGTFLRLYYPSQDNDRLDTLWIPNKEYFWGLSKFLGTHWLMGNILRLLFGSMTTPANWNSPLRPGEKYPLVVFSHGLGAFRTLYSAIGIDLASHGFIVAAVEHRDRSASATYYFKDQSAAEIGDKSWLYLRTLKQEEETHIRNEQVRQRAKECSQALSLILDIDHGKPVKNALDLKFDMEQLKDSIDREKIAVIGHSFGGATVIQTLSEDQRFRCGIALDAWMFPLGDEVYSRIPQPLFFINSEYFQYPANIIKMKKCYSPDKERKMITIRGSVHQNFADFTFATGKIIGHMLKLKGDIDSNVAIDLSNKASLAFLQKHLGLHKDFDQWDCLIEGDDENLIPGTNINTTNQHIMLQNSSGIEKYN
# LYPLA1 inh = LYPLA1 (human) inhibition in PME1 counter-screen | O75608 | inhibition, % at 5.9 µM | 320,000 compounds, 0.16% hits | recombinant LYPLA1, FP-Rh probe fluorescence polarization;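 active = inhibition above the mean of all tested compounds plus 3 SD, set per campaign, cut at about 14% in these data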;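 note: inhibitors block serine hydrolase probe labeling of LYPLA1 so polarization falls; 0% = enzyme with DMSO and 100% = wells lacking LYPLA1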
# PAFAH1B3 FP inh = blocks human PAF acetylhydrolase 1B catalytic subunit 3. Q15102. recombinant PAFAH1B3, FP-rhodamine probe, fluorescence polarization. inhibition, % at 3.39 µM. 340,000 compounds, 0.28% hits;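 active = inhibition above the screen-wide average of all tested compounds plus 3 SD, cut at about 25% in these data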;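 note: 0% = enzyme with DMSO only and 100% = wells lacking PAFAH1B3 protein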
# * hit, by the source's call; . = no result given. An excerpt; rates above refer to the full screens.
SMILES,PREPL inhibitor,GSTO1 inh,LYPLA2 inh,PAFAH1B2 FP inh,PAD4 FP inh,PME-1 primary,pPAFAH FP inh,LYPLA1 inh,PAFAH1B3 FP inh
O=C(Nc1ccc(OC(F)F)cc1)c1ccccn1,-4,-8,3,4,-5,2,3,-3,0
CC(=O)Oc1ccc2c(C)c(CC(=O)N3CCN(C(=O)C4COc5ccccc5O4)CC3)c(=O)oc2c1C (configuration not stated),3,6,12,4,-4,-1,2,2,6
CCCc1cc(=O)[nH]c(SCC(=O)NC(=O)c2ccccc2)n1,4,4,-5,3,-1,-1,-1,-2,-3
COc1ccc(NC(=O)Nc2ccc3[nH]ccc3c2)cc1,14,18,-5,.,1,2,7,-2,.
CCOc1ccc(-n2c(SCC(=O)Nc3ccccc3CC)nc3n[nH]c(C)c3c2=N)cc1,16,8,-7,.,-5,3,4,-6,.
COc1ccc(-c2cc3ccc(OCC(=O)NCC4CCC(C(=O)O)CC4)cc3oc2=O)cc1 (configuration not stated),10,-40,14,3,-1,-11,5,1,6
COc1ccc2c(CC(=O)OCC(=O)NC(=O)c3cccn3C)coc2c1,1,-1,0,0,3,0,20,-1,-3
COc1ccc(S(=O)(=O)Cc2ccc(C(=O)N3CCN(Cc4ccccc4)CC3)o2)cc1,10,2,2,14,-3,1,7,2,3
O=Cc1ccc(C(=O)OCC(=O)Nc2ccc(F)cc2F)cc1,-3,4,-5,2,5,-7,8,-1,3
CC1CCN(S(=O)(=O)c2ccc3c(c2)N(CC(=O)NCCCN2CCCC(C)C2)C(=O)CS3)CC1 (configuration not stated),11,4,1,1,1,5,2,-2,0
CC1(C)CC(=O)C2=C(C1)Nc1ccccc1NC2c1nc2ccccc2[nH]1 (configuration not stated),1,11,-2,5,3,1,1,0,2
CC(C)[C@H](NC(=O)c1ccccc1)C(=O)OCC(=O)N1CCCc2ccccc21,-4,-4,-5,3,-6,-4,-6,-2,-5
Cc1cccc(NC(=O)CC23CC4CC(C2)CC(n2nnc(C)n2)(C4)C3)c1,-6,1,7,6,0,-3,4,3,0
COc1cccc(/C=C(/C(=O)OCC(=O)NCC2CCCO2)c2ccccc2)c1 (configuration not stated),-2,6,3,-3,-2,-3,6,-2,-2
COc1ccc(OC)c(S(=O)(=O)N2CCC(C(=O)N3CCCC3)CC2)c1,-2,-2,-2,-3,4,0,6,0,-1
Cc1ccc(C(=O)NCCC(=O)NCc2ccco2)cc1,5,2,9,0,-4,0,-3,5,-3
NS(=O)(=O)c1ccc(CNC(=O)Cc2ccc(S(=O)(=O)N3CCOCC3)s2)cc1,5,3,-6,2,-1,-4,2,-4,7
Cc1ccsc1C(=O)OCC(=O)NCc1ccc(Cl)cc1,-3,.,1,-1,2,-2,12,-1,4
O=C(CNC(=O)c1ccc([N+](=O)[O-])cc1)N/N=C/c1c[nH]c2ccccc12,7,4,5,5,0,6,1,-1,2
COC(=O)CCSc1nc(N2CCOCC2)c2c(c1C#N)CC(C)(C)OC2,2,-3,1,3,0,-3,4,1,-2
O=C(COC(=O)c1cc(Br)ccc1O)c1ccc(F)cc1,8,.,.,2,-1,.,1,.,3
CC1CCN(CCNC(=O)C2CCCN(c3ncnc4c3nc3n4CCCCC3)C2)CC1 (configuration not stated),13,-1,11,4,-4,2,2,4,5
O=C(c1ccc(Cl)cc1)N1CCC(c2nc(-c3cccs3)no2)CC1,-21,-1,5,1,4,12,0,3,3
COc1ccc2[nH]cc(CCNC(=O)Cc3ccc(Cl)cc3)c2c1,-3,-9,-2,13,1,-1,6,0,-6
Cc1cc(=O)oc2cc(OCC(=O)Nc3nnc(CC(C)C)s3)ccc12,1,5,-2,1,-1,3,4,-3,-3
O=C(C(Cl)Cl)N1CCN(Cc2ccc3c(c2)OCO3)CC1,3,0,-5,4,-2,-4,1,-1,-1
O=C(NCc1ccc(Cl)cc1)c1ccc(OCC2CCCO2)cc1 (configuration not stated),-5,21,1,2,-1,-3,3,1,4
O=C1CC(/C=C/c2ccccc2)(C(=O)NC2CCCC2)N1c1ccc(S(=O)(=O)N2CCCC2)cc1 (configuration not stated),-4,-8,-8,-1,7,0,-8,-2,6
O=C(NN=C1CCCCCC1)c1cccnc1,0,8,3,7,-1,7,3,5,5
CC1(C)Cc2c(c(N3CCOCC3)nc3sc(C(=O)Nc4ccc(Cl)cc4)c(N)c23)CO1,10,2,-3,-2,-7,1,3,-4,4
O=c1nccc(NCc2ccco2)[nH]1,-4,-8,0,11,-1,-3,10,-1,6
Cc1ccc(S(=O)(=O)CCc2nnc(NC(=O)c3ccco3)s2)cc1,0,0,2,9,1,-4,3,2,4
CC(C)(C#N)NC(=O)c1ccco1,-8,3,-1,2,2,-6,2,6,10
COc1ccc(-n2c(C)cc(C(=O)NC3CCCCC3)c2C)cc1,7,2,17,2,-3,-1,9,5,5
CCCCCN1CC(O)=C(c2nc3ccccc3[nH]2)C1=N,-3,6,3,-3,2,-5,-8,-1,1
CCN(CC)CCNc1oc(-c2ccccc2)nc1S(=O)(=O)c1ccccc1,20,.,.,4,-3,.,3,.,5
O=C(COC(=O)CNC(=O)C1CCCCC1)Nc1ccccc1Cl,0,.,-3,0,0,-2,6,1,6
Cc1ccc(-c2ocnc2C(=O)Nc2nc(C)cs2)cc1,-2,13,2,-2,2,-14,-5,-3,3
Cc1cc(C)n(-c2ccc(C(=O)OCC(=O)Nc3ccccc3[N+](=O)[O-])cc2)n1,10,3,-3,2,0,-2,17,-1,2
O=C(NCC1CCCO1)C1CCCN(S(=O)(=O)c2cc(Cl)ccc2Cl)C1 (configuration not stated),13,2,7,0,-2,3,5,1,-8
CCOC(=O)N1CCN(C(=O)c2ccc3c(=O)n(-c4ccccc4F)c(=S)[nH]c3c2)CC1,1,13,2,0,0,-3,0,-3,8
O=C(NCc1ccccc1CN1CCCC1)c1cccc(S(=O)(=O)Nc2ccc(F)cc2)c1,6,.,0,7,6,-7,32*,2,2
Cc1ccc(S(=O)(=O)N(CC(=O)NCC2CCCO2)Cc2ccc(F)cc2)cc1 (configuration not stated),-3,0,-1,2,1,2,0,-3,0
CC(Oc1ccc(Cl)cc1)c1ccnn1S(=O)(=O)c1ccccc1 (configuration not stated),-12,8,-2,51*,-3,-3,15,-3,3
CC(=O)CSc1nnc(Cc2ccc([N+](=O)[O-])cc2)o1,17,19,4,2,3,-3,-4,0,1
CCN(CC)S(=O)(=O)c1ccc(C)c(C(=O)Oc2cccc(-c3cnc4ccccc4n3)c2)c1,-4,0,2,-7,0,1,1,0,-10
COCCn1c(C)cc(C(=O)COC(=O)c2ccc([N+](=O)[O-])o2)c1C,5,14,2,7,-14,1,10,0,9
O=[N+]([O-])c1cccc(S(=O)(=O)c2ccc(NCCOCCO)c([N+](=O)[O-])c2)c1,2,-2,7,-4,-3,14,6,4,6
CCOC(=O)c1ccccc1NC(=O)c1ccc2c(SCC(=O)O)c3c(nc2c1)CCCC3,-19,-24,-3,-7,-13,-30,-7,-16,-4
O=C(Nc1ccc(Br)cc1Cl)c1cnccn1,-2,-11,-5,4,-7,-4,19,-4,3

# (further entries)
SMILES,PREPL inhibitor,GSTO1 inh,LYPLA2 inh,PAFAH1B2 FP inh,PAD4 FP inh,PME-1 primary,pPAFAH FP inh,LYPLA1 inh,PAFAH1B3 FP inh
NC(=O)C1CC(=O)N(c2ccc(OCC(=O)Nc3ccc(Cl)cc3)cc2)C1 (configuration not stated),-1,4,4,1,-7,1,4,-2,13
CCOc1ccccc1N1CCN(CC(=O)Nc2nc(C)c(C(=O)N(C)C)s2)CC1,-2,0,7,1,-2,1,-1,7,-4
O=C(/C=C/c1ccc(Cl)cc1)Nn1c(-c2cccs2)nc2ccccc2c1=O,-27,0,-3,5,2,1,-7,-2,-2
CCN1CCN(CC(=O)N2N=C(c3cccs3)CC2c2ccc(C)cc2)C(=O)C1=O (configuration not stated),18,5,-1,3,6,9,-2,0,2
O=C(NC(=S)Nc1ccc2c(c1)OCO2)c1ccccc1,3,-2,10,4,-5,3,2,4,0
CS(=O)(=O)N(CC(=O)N1CCCC1)c1cc(C(F)(F)F)ccc1Cl,-5,6,2,2,-1,4,4,1,5
COCCNC(=S)N/N=C(\C)c1cccc([N+](=O)[O-])c1,-1,2,-4,-2,-2,-6,0,-4,9
COc1cc(C(=O)NCC(=O)N/N=C(/C)c2cccs2)cc(OC)c1OC,2,3,-2,0,-1,-4,3,-2,5
CC[C@H](C)/C=C(C)/C=C/C(=O)Cc1cc(O)c(C)c(O)c1C=O,8,-14,-10,-2,-12,-9,32*,-6,-3
Cc1ccc(SCCN2CCC(O)CCC2=O)cc1 (configuration not stated),-6,3,2,7,3,-2,1,0,-5
O=C(COC(=O)c1ccc2ncsc2c1)Nc1cccc(Cl)c1,-16,.,0,-3,12,-16,-6,-10,-3
CN(C)S(=O)(=O)c1ccc(C(=O)NCc2cccs2)cc1,10,5,-1,-1,2,-1,0,-1,5
CN(CC(=O)Nc1c(Cl)cccc1Cl)C(=O)C1=COCCO1,9,5,3,4,-4,-6,0,-1,0
Cc1nn(C)cc1CNC(=O)c1cccc(Cl)c1,1,4,4,-2,5,-5,5,-1,1
O=C(N/N=C/c1ccco1)c1cc(-c2cccc(Br)c2)nc2ccccc12,-8,-8,-36,-4,-5,-5,3,-18,-8
O=C1CN=C(Nc2ccc(Cl)cc2)N1c1ccccc1,7,6,13,2,3,-1,5,6,6
O=C(/C=C/c1cccc([N+](=O)[O-])c1)NCCN1C(=O)S/C(=C\c2ccc(F)cc2)C1=O,14,0,0,8,-3,4,4,0,2
COc1ccc2c(c1)c(=O)oc1c(C)c(OCc3cc(C(=O)O)oc3C)ccc12,-12,-7,-1,-4,-2,-7,4,0,1
O=C(NCCc1ccc(Cl)cc1Cl)c1cccnc1,4,4,-1,9,0,-1,-4,-3,15
COCCCNC(=O)c1oc2ccc(S(=O)(=O)N(C)C3CCCCC3)cc2c1C,-6,-2,5,3,-3,1,-2,-1,6
Cc1cccc(N2C(=O)CC(SC(=Nc3ccccc3)Nc3ccccc3)C2=O)c1 (configuration not stated),5,-9,11,4,-6,-2,0,-6,-2
CCOC(=O)c1cccc(NC(=O)CN(c2ccc(C)cc2)S(=O)(=O)c2c(C)noc2C)c1,-8,-13,-59,-4,-1,-46,-23,-32,2
CCOC(=O)C1(Cc2ccccc2)CCN(Cc2ccc3c(c2)OCCO3)CC1,-4,-7,-3,2,3,-2,2,1,1
COc1ccc(C(=O)O/N=C(\N)c2ccccc2)cc1OC,-7,-2,10,5,4,-4,1,-1,7
CC(=O)/C(N=Nc1cc(C)ccc1O)=C(\C)O,5,28,-2,-1,2,0,13,-1,10
COc1ccc2cc(C(=O)NCCCN3CCCC3=O)[nH]c2c1,2,1,6,7,-4,-2,6,3,3
O=C(Nc1cccc(C(F)(F)F)c1)c1cnc2n(c1=O)CCS2,4,4,3,0,2,1,-3,0,-5
O=C(CSC1=NCCS1)N1CCOCC1,8,-14,8,0,1,1,-1,0,12
COc1ccc(-c2nc(CSCC(=O)NC3CCN(Cc4ccccc4)CC3)c(C)o2)cc1OC,4,3,-1,3,4,2,24,-2,-2
COc1ccc(NC(=O)n2ncc3c(C)cccc32)cc1OC,16,3,5,0,-4,10,4,5,-4
